Screens deposited in PubChem by The Scripps Research Institute Molecular Screening Center.
DDE Tn7 FP inh – inhibitors of Tn7 peptide binding to human fibrin DD(E); P02675; FP displacement of FITC-Tn7 peptide from fibrin DD(E); 0% = median of compound wells per plate; inhibition, % at 8.3 µM; actives 0.13% (n = 370,000); AID 720508;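 active means inhibition above the mean of compounds falling within the control limits plus 3 SD of them, cut at about 14% in these data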;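 further: 0% = plate median of compound wells and 100% = 10 µM Aha-Tn7 peptide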
Target sequence (P02675 whole entry, looked up): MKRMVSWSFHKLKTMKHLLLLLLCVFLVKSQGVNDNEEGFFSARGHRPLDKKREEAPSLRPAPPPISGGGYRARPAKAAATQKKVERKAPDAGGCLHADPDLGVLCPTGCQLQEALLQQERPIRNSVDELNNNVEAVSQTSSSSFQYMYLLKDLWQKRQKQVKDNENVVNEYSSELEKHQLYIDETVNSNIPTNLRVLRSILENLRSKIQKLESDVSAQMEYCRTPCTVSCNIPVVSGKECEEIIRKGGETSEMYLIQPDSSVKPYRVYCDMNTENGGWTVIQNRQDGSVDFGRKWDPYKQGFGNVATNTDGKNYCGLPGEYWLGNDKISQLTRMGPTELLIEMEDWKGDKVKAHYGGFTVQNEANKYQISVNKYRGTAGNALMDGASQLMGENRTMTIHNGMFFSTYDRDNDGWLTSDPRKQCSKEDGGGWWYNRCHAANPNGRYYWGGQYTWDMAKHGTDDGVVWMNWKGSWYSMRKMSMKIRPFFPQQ
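Measure: % inhibition scaled between sample-field median and high-control FP; Test system: human fibrin DD(E); Quantity: 2 µM final DD(E) protein; Doses: one dose, 8.3 µM nominal; Schedule: compound with protein 10 min, then 3 h after probe, room temperature; Detection: fluorescence polarization; Medium: Tris buffer with calcium and detergent, pH 7.8.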
TDP2 inh – TDP2 (human) inhibition, absorbance primary screen; O95551; recombinant TDP2, T5PNP hydrolysis, p-nitrophenol absorbance 415 nm; inhibition, % at 12.8 µM; actives 0.34% (n = 370,000);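 active means inhibition above the mean of all tested compounds plus 3 SD, set per campaign, cut at about 25% in these data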;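 further: 0% = DMSO with enzyme and 100% = buffer with substrate but no TDP2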
Target sequence (O95551 whole entry, looked up): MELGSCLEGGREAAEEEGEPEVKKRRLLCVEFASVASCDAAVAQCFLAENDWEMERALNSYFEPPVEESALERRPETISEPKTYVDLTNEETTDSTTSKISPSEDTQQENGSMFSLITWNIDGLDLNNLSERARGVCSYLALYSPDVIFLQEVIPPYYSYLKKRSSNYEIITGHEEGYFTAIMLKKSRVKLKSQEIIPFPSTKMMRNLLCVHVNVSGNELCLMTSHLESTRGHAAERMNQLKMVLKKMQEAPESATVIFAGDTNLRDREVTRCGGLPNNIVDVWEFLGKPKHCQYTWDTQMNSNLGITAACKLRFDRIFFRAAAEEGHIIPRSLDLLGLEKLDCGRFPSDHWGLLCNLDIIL
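Assay system: Recombinant human TDP2 | Quantity: 120 nM TDP2 per well | Incubation: 2 h at 37 °C | Signal: Epi absorbance | Evaluation: Percent inhibition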
PRMT1 FP inh – inhibitors of human PRMT1. Q99873. recombinant PRMT1, activity-based probe fluorescence polarization. inhibition, % at 2.79 µM. actives 1.3% (n = 370,000);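 active means inhibition above about 21% made by adding two undisclosed values, limit read from the data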
PG9 binder – binds the HIV-1 gp120 antibody PG9; TR-FRET gp120-PG9 antibody binding; inhibition, % at 6.7 µM; actives 0.43% (n = 360,000); AID 624416; in the data active means inhibition above about 8.5%
ABHD4 inh – inhibitors of mouse ABHD4; purified mABHD4, FP-Rh probe fluorescence polarization; actives 0.54% (n = 370,000); Q8VD66; AID 720543; inhibition, % at 8.92 µM;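 active means inhibition exceeding the mean over every tested compound plus 3 SD, cut at about 30% in these data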;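 further: 0% = plate median of compound wells and 100% = S159A mutant with DMSO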
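Assay system: mABHD4 protein; medium: HEPES pH 7.0, NaCl, Pluronic buffer; dosing: 8.92 µM, single dose; schedule: 45 min + 60 min at 25 °C; signal: FP readout, ex 525 nm / em 598 nm; read-out: normalized percent inhibition of probe labeling; repeats: single replicate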
TCR CD3 inh – blocks the human TCR-CD3 interaction; TAMRA-labeled TCR probe fluorescence, biochemical; inhibition, % at 9.4 µM; actives 0.37% (n = 360,000); AID 651800; in the data active means inhibition above about 19%;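 further: recombinant mutant TCR 2C K166C tagged with TAMRA read by polarization; 0% = receptor in buffer alone and 100% = receptor with positive control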
UHRF1 MBD2 ctr – blocks human UHRF1 binding to methylated DNA; Q96T88; inhibition, % at 4.4 µM; actives 0.75% (n = 370,000); UHRF1 binding to methylated oligo, TR-FRET; in the data active means inhibition above about 21%;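 further: UHRF1 SRA domain binding a hemimethylated CpG hairpin DNA probe; 0% = median of test compound wells and 100% = reference inhibitor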
HTRA1 inh – blocks human HTRA1 serine peptidase | inhibition, % at 5.96 µM | AID 504803 | recombinant HTRA1, FP-rhodamine activity-based probe, fluorescence polarization | actives 0.5% (n = 340,000) | Q92743; in the data active means inhibition above about 36%;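 further: 0% = enzyme with DMSO and 100% = wells lacking enzyme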
SIAE primary – inhibitors of human sialic acid acetylesterase SIAE | inhibition, % at 9.66 µM | SIAE FP-Rh probe binding, fluorescence polarization | AID 1053197 | actives 0.69% (n = 370,000) | Q9HAT2;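 active means inhibition above a cutoff: mean of compounds within the control limits plus 3 SD of those, cut at about 17% in these data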;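 further: 0% = plate median of compound wells and 100% = probe without SIAE protein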
LEDGF integ inh – blocks HIV-1 LEDGF/p75-dependent DNA integration; TR-FRET IN-LEDGF/p75 DNA integration, Eu/Cy5; inhibition, % at 3.7 µM; actives 0.64% (n = 370,000);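 active means inhibition above the screen-wide mean plus 3 SD, cut at about 13% in these data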;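 further: signal is the Cy5 over europium emission ratio at 671 and 618 nm; 0% = plate median of compound wells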
An asterisk follows results filed as active; / = no result given.

(1) COc1ccc(-c2c(-c3cc(OC)cc(OC)c3)n(C)c3ccc(-c4ccc5cc[nH]c5c4)cc23)cc1
(2) O=C(O)CCCC(=O)Nc1ccc(N2CCCC2)cc1
(3) O=C(CN1C(=O)NC2(CCCCCCC2)C1=O)Nc1cccc(Br)c1
(4) Cc1cc(C)nc(CCNC(=O)c2cc(COc3ccc(F)cc3Cl)on2)n1
(5) COc1cccc(-n2c(CN3CCN(c4ccccc4)CC3)nc3ccc([N+](=O)[O-])cc3c2=O)c1
(6) S=C(NCC1CCCO1)NC1CCCCC1 (centres undefined)

| screen / no. | 1 | 2 | 3 | 4 | 5 | 6 |
| --- | --- | --- | --- | --- | --- | --- |
| DDE Tn7 FP inh | -11.8 | -9.0 | -9.5 | -6.5 | 3.2 | -4.0 |
| TDP2 inh | 2.3 | 1.7 | -17.0 | 9.2 | -1.4 | -8.5 |
| PRMT1 FP inh | -0.9 | 0.7 | -4.1 | -2.4 | 2.6 | -2.1 |
| PG9 binder | -1.1 | -2.5 | 1.2 | -0.1 | -0.7 | -3.3 |
| ABHD4 inh | 0.7 | 10.4 | -19.8 | -0.9 | 6.9 | -2.0 |
| TCR CD3 inh | 2.4 | -1.4 | -0.8 | 0.1 | 7.0 | 2.8 |
| UHRF1 MBD2 ctr | 6.0 | 21.0* | 0.3 | -1.4 | -0.7 | 0.1 |
| HTRA1 inh | 22.0 | -1.7 | -28.8 | -2.9 | -55.4 | 2.8 |
| SIAE primary | 14.5 | -1.0 | -5.0 | 11.7 | 5.2 | -2.9 |
| LEDGF integ inh | -2.0 | 13.8* | -0.3 | 1.1 | 1.2 | 3.0 |

(7) Cn1c(=O)c2c(nc(CN3CCN(c4ccccc4)CC3)n2CCN2CCOCC2)n(C)c1=O
(8) Cc1ccc(N(CC(=O)NCc2ccc(Cl)cc2)S(C)(=O)=O)cc1
(9) Cc1cccc(-c2c(O)cc(=O)[nH]c2Cl)c1
(10) COc1cc(OC)c(NC(=O)c2ccoc2C)cc1Cl
(11) Cc1ccc(C)c(S(=O)(=O)N2CCCOC2CNC(=O)C(=O)NC2CCCC2)c1 (centres undefined)
(12) CCCc1nnc(NC(=O)CCC(=O)N2CCN(CCn3c(C)ccc3C)CC2)s1

| screen / no. | 7 | 8 | 9 | 10 | 11 | 12 |
| --- | --- | --- | --- | --- | --- | --- |
| DDE Tn7 FP inh | 3.2 | -3.0 | 1.6 | 1.8 | 1.1 | -10.4 |
| TDP2 inh | -6.7 | 2.1 | -7.0 | 13.1 | 2.7 | -9.4 |
| PRMT1 FP inh | -2.1 | 0.1 | -2.3 | 2.2 | -1.6 | 2.5 |
| PG9 binder | -0.7 | 1.7 | -0.9 | 0.4 | -2.2 | 0.2 |
| ABHD4 inh | -2.0 | 6.3 | 2.7 | -2.1 | -0.5 | 8.5 |
| TCR CD3 inh | 5.7 | 0.4 | 8.0 | -5.5 | -1.4 | 0.9 |
| UHRF1 MBD2 ctr | 0.5 | 2.9 | -4.2 | 0.7 | -2.1 | 2.2 |
| HTRA1 inh | / | -0.3 | 3.1 | -0.8 | -1.9 | 1.2 |
| SIAE primary | -7.5 | -5.6 | 5.4 | -1.7 | -4.6 | 2.4 |
| LEDGF integ inh | -4.6 | -4.0 | -2.2 | -1.8 | 0.0 | 1.4 |

Exported with values under each structure: 2 of the compounds above
Values run as follows: DDE Tn7 FP inh | TDP2 inh | PRMT1 FP inh | PG9 binder | ABHD4 inh | TCR CD3 inh | UHRF1 MBD2 ctr | HTRA1 inh | SIAE primary | LEDGF integ inh
8	Cc1ccc(N(CC(=O)NCc2ccc(Cl)cc2)S(C)(=O)=O)cc1
  -3.0 | 2.1 | 0.1 | 1.7 | 6.3 | 0.4 | 2.9 | -0.3 | -5.6 | -4.0
9	Cc1cccc(-c2c(O)cc(=O)[nH]c2Cl)c1
  1.6 | -7.0 | -2.3 | -0.9 | 2.7 | 8.0 | -4.2 | 3.1 | 5.4 | -2.2

(listing goes on)
(13) O=C(NCC1CCCO1)c1cc2cc(F)ccc2[nH]1 (centres undefined)
(14) O=C(NC(=S)NCc1ccco1)c1ccccc1
(15) C#CCN(C[C@@H]1[C@@H](OC(=O)NC2CC2)[C@@H](OC(=O)NC2CC2)CN(C(=O)OC(C)C)N1C(=O)OC(C)C)S(=O)(=O)c1ccc(C)cc1
(16) Cc1cc(C)cc(NC(=O)C2CCN(C(=O)c3cccs3)CC2)c1
(17) CCOC(=O)C1Cc2c([nH]c3ccccc23)CN1 (centres undefined)
(18) COc1ccccc1OCc1ccc(C(=O)Nc2ccc(Cl)cn2)o1

| screen / no. | 13 | 14 | 15 | 16 | 17 | 18 |
| --- | --- | --- | --- | --- | --- | --- |
| DDE Tn7 FP inh | 2.3 | 2.9 | 6.8 | 5.6 | -1.4 | 2.4 |
| TDP2 inh | -13.0 | -1.8 | 5.9 | -8.2 | -2.5 | -8.8 |
| PRMT1 FP inh | 0.7 | 2.9 | 2.5 | -0.2 | 0.7 | -1.9 |
| PG9 binder | -3.8 | 1.3 | -1.3 | -1.7 | 1.6 | -0.3 |
| ABHD4 inh | 7.4 | 0.1 | -6.6 | -1.2 | 2.3 | -4.0 |
| TCR CD3 inh | -1.1 | -5.3 | 4.5 | 9.4 | -2.2 | 0.6 |
| UHRF1 MBD2 ctr | 0.4 | 0.7 | -2.6 | -0.1 | -0.3 | 17.8 |
| HTRA1 inh | -0.3 | 0.1 | -3.3 | -3.6 | -3.1 | 0.4 |
| SIAE primary | -0.7 | -5.0 | 1.7 | 4.7 | 2.0 | 7.3 |
| LEDGF integ inh | 1.2 | 1.3 | 0.0 | -1.3 | -1.8 | -1.0 |

(19) O=C(COC(=O)c1cc(S(=O)(=O)N2CCOCC2)cs1)c1ccccc1
(20) CCc1nc(SCC(=O)N2CCc3cc(OC)c(OC)cc3C2)c(C#N)cc1C
(21) Cc1cc(C)nc(SCc2ccc(C(=O)O)o2)n1
(22) COc1cc(NS(=O)(=O)c2ccc3ccccc3c2)c2ncccc2c1
(23) COc1ccc(Cc2nc3ccccc3c(=O)n2N)cc1OC
(24) CCOC(=O)c1cnc2ccc(C(=O)OC)cc2c1Nc1ccc2c(c1)OCCO2

| screen / no. | 19 | 20 | 21 | 22 | 23 | 24 |
| --- | --- | --- | --- | --- | --- | --- |
| DDE Tn7 FP inh | 5.4 | -5.6 | -2.2 | 1.9 | -5.6 | -4.7 |
| TDP2 inh | -6.8 | -1.0 | -6.8 | -21.5 | -8.2 | 5.8 |
| PRMT1 FP inh | 2.3 | 2.7 | -4.9 | -12.6 | -2.3 | -0.1 |
| PG9 binder | 1.3 | -1.3 | -1.3 | -0.7 | -3.0 | 1.0 |
| ABHD4 inh | -4.2 | -0.3 | 5.2 | -25.7 | 1.5 | -8.8 |
| TCR CD3 inh | 2.4 | -4.7 | -5.7 | -2.9 | -0.5 | 8.8 |
| UHRF1 MBD2 ctr | 0.1 | -2.3 | 0.5 | -1.6 | -2.5 | -1.1 |
| HTRA1 inh | -7.8 | -7.5 | -0.5 | 4.6 | -0.2 | -2.3 |
| SIAE primary | 4.4 | -2.3 | 3.1 | -8.0 | -2.8 | -3.0 |
| LEDGF integ inh | 0.2 | 2.0 | -0.4 | -22.8 | 0.0 | 0.1 |

From entry 12 up to 21, copied from above:
(12) CCCc1nnc(NC(=O)CCC(=O)N2CCN(CCn3c(C)ccc3C)CC2)s1
(13) O=C(NCC1CCCO1)c1cc2cc(F)ccc2[nH]1 (centres undefined)
(14) O=C(NC(=S)NCc1ccco1)c1ccccc1
(15) C#CCN(C[C@@H]1[C@@H](OC(=O)NC2CC2)[C@@H](OC(=O)NC2CC2)CN(C(=O)OC(C)C)N1C(=O)OC(C)C)S(=O)(=O)c1ccc(C)cc1
(16) Cc1cc(C)cc(NC(=O)C2CCN(C(=O)c3cccs3)CC2)c1
(17) CCOC(=O)C1Cc2c([nH]c3ccccc23)CN1 (centres undefined)
(18) COc1ccccc1OCc1ccc(C(=O)Nc2ccc(Cl)cn2)o1
(19) O=C(COC(=O)c1cc(S(=O)(=O)N2CCOCC2)cs1)c1ccccc1

| screen / no. | 12 | 13 | 14 | 15 | 16 | 17 | 18 | 19 |
| --- | --- | --- | --- | --- | --- | --- | --- | --- |
| DDE Tn7 FP inh | -10.4 | 2.3 | 2.9 | 6.8 | 5.6 | -1.4 | 2.4 | 5.4 |
| TDP2 inh | -9.4 | -13.0 | -1.8 | 5.9 | -8.2 | -2.5 | -8.8 | -6.8 |
| PRMT1 FP inh | 2.5 | 0.7 | 2.9 | 2.5 | -0.2 | 0.7 | -1.9 | 2.3 |
| PG9 binder | 0.2 | -3.8 | 1.3 | -1.3 | -1.7 | 1.6 | -0.3 | 1.3 |
| ABHD4 inh | 8.5 | 7.4 | 0.1 | -6.6 | -1.2 | 2.3 | -4.0 | -4.2 |
| TCR CD3 inh | 0.9 | -1.1 | -5.3 | 4.5 | 9.4 | -2.2 | 0.6 | 2.4 |
| UHRF1 MBD2 ctr | 2.2 | 0.4 | 0.7 | -2.6 | -0.1 | -0.3 | 17.8 | 0.1 |
| HTRA1 inh | 1.2 | -0.3 | 0.1 | -3.3 | -3.6 | -3.1 | 0.4 | -7.8 |
| SIAE primary | 2.4 | -0.7 | -5.0 | 1.7 | 4.7 | 2.0 | 7.3 | 4.4 |
| LEDGF integ inh | 1.4 | 1.2 | 1.3 | 0.0 | -1.3 | -1.8 | -1.0 | 0.2 |

(20) CCc1nc(SCC(=O)N2CCc3cc(OC)c(OC)cc3C2)c(C#N)cc1C
(21) Cc1cc(C)nc(SCc2ccc(C(=O)O)o2)n1

| screen / no. | 20 | 21 |
| --- | --- | --- |
| DDE Tn7 FP inh | -5.6 | -2.2 |
| TDP2 inh | -1.0 | -6.8 |
| PRMT1 FP inh | 2.7 | -4.9 |
| PG9 binder | -1.3 | -1.3 |
| ABHD4 inh | -0.3 | 5.2 |
| TCR CD3 inh | -4.7 | -5.7 |
| UHRF1 MBD2 ctr | -2.3 | 0.5 |
| HTRA1 inh | -7.5 | -0.5 |
| SIAE primary | -2.3 | 3.1 |
| LEDGF integ inh | 2.0 | -0.4 |
